mcGAS inh – mouse cGAS inhibition by luminescence; recombinant cGAS, Kinase-Glo ATP depletion luminescence; actives 0.15% (n = 160,000); inhibition, % at 12.5 µM; Q8C6L5;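 note: 0% = negative control wells and 100% = reference inhibitor with no enzyme activity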
NPYLR7 ag – mosquito NPYLR7 agonism; HEK293T NPYLR7/Galpha15, GCaMP6s calcium fluorescence; activation, % at 10 µM; actives 0.15% (n = 270,000); AID 1259423; in the data active = activation above about 40%;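 note: 0% = vehicle and 100% = reference agonist at the receptor; some compounds past the cut are filed as inactive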
hcGAS inh – inhibitors of human cGAS | Q8N884 | recombinant h-cGAS, ATP depletion, Kinase-Glo luminescence | inhibition, % at 12.5 µM | actives 0.081% (n = 290,000);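 note: 0% = vehicle reaction and 100% = reaction without DNA for no activity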
Target sequence (Q8N884 whole entry, looked up): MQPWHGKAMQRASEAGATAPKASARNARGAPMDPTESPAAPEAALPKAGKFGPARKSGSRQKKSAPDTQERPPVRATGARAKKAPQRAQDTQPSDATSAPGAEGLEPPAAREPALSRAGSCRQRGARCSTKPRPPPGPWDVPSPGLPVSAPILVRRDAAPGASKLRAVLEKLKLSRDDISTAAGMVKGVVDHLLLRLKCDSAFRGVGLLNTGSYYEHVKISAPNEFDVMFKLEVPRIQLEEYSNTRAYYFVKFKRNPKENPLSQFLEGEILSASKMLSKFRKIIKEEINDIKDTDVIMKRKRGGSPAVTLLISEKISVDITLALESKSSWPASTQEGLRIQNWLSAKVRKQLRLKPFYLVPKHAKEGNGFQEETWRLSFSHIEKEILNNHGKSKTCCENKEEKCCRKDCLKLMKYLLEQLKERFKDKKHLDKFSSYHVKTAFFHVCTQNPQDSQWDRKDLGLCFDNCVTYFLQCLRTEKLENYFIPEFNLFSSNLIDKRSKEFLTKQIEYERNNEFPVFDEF
An asterisk follows results filed as active; · = no result given; & = joins results of further samples. Cut-off read from the data, not from the text of the source, unless noted: active = inhibition above about 40%; inactive = the rest.

SMILES	mcGAS inh	NPYLR7 ag	hcGAS inh
O=C(CCOCc1ccccc1)NC1CC(=O)N(CC(F)(F)F)C1 (stereo unspecified)	-14	1	-3
CC(=O)N1CCC(C(=O)NCc2cncn2CC(C)C)CC1	1	·	4
O=C(c1cccc(CC2CCNCC2)c1)N1[C@@H]2CC[C@H]1CC(O)C2 (stereo partly specified)	1	3	2
COc1cc(CN2CCC(Oc3ccccc3C(=O)N3CCCCC3)CC2)ccc1F	·	22	-7
O=C(CCc1nnc(Cc2cccc(C(F)(F)F)c2)o1)N1CCC[C@H]1CO	-3	4	-2
CCCCSc1nnc2c(n1)OC(c1cc(OC)c(O)c(OC)c1)Nc1ccccc1-2 (stereo unspecified)	-3	0	-3
CCCC(C)NC(=O)COc1ncnc2sc3c(c12)CCC(C)C3 (stereo unspecified)	·	-8	-15
Cc1noc2ccc(-c3c(-c4ccccc4)ncn3CC(C)n3ccnc3)cc12 (stereo unspecified)	·	13	-7
COc1cc2cc[nH]c(=O)c2cc1F	-15	-6	-6
O=C(c1c2c(nc3ccccc13)CCN(Cc1ccccn1)C2)N1CCC(O)CC1	·	1	-6
CCc1ccc(/C=N\NC(=O)CSc2nnc(-c3ccccc3)n2-c2ccccc2)cc1	·	-8	-3
Cc1nc2ccccn2c1CC(=O)N1C[C@H]2C[C@H](O)[C@H](O)C[C@H]2C1	·	9	0
CCc1ccc2oc3c(c(=O)c2c1)C(c1ccc(C(=O)OC)cc1)N(c1cc(C)on1)C3=O (stereo unspecified)	·	1	-3
CCOc1cnn(Cc2ccccc2)c(=O)c1Nc1ccc(C(=O)O)cc1	-4	6	1
Cc1cc(C)cc(NC(=S)NNc2nc3ccccc3[nH]2)c1	-1	-8	-6
Cc1cccc(-c2cc(N)n(-c3ccc(C(=O)NCCc4cccc(Cl)c4)cc3)n2)c1	-5	-2	-5
Cc1cc(Cl)c(C)c(S(=O)(=O)NC(C)c2ccncc2)c1Cl (stereo unspecified)	-14	0&0	-11&-10
CC(C)(C)c1ccc(CN2CCC3(CCCO3)CCC2=O)cc1 (stereo unspecified)	·	7	-5
O=C(COc1ccc(Cl)cc1Cl)NNC(=S)NC(=O)c1ccccc1	-1	-4	3
COc1ccc(/C=N\NC(=O)CSc2nc3ccccc3n2C)cc1	-5	-6	0
COc1cccc(C2(C)NC(=O)N(C(C)C(=O)NCc3ccccc3)C2=O)c1 (stereo unspecified)	-1	-3	4
NCc1nncn1C1CCCCC1	-7	0	-1
COc1ccc(OCc2cc(C(=O)NCC(C)O)n[nH]2)c(Cl)c1 (stereo unspecified)	·	5	1
COc1ccc(C2=NC(=Cc3csc(N(C(C)=O)c4ccccc4)n3)C(=O)O2)cc1OC	·	3	-4
Cc1cc(NC(=O)C2CC(=O)N(c3ccc(F)cc3)C2)n(-c2nc3c(c(=O)[nH]2)CCC3)n1 (stereo unspecified)	-7	8	-9
CC(C)NC(=O)CC1SC(N)=NC1=O (stereo unspecified)	·	4	-6
CNC(=O)NC(=O)CCN1CCN(C(=O)CC(C)c2ccccc2)CC1 (stereo unspecified)	·	8	-6
CC(C)CN(Cc1cccc(OS(=O)(=O)c2ccc(F)cc2)c1)C(=O)NC12CC3CC(CC(C3)C1)C2	-5	0	-10
CC(C)Cc1ncc2c(n1)CN(C(=O)c1ccc(S(C)(=O)=O)cc1)C2	-7	-3	5
Brc1ccc(-c2nn[nH]n2)cc1	-2	-2	9

An excerpt of these results, with bars between the fields.
SMILES | mcGAS inh | NPYLR7 ag | hcGAS inh
Cc1nc2ccccn2c1CC(=O)N1C[C@H]2C[C@H](O)[C@H](O)C[C@H]2C1 | · | 9 | 0
CCc1ccc2oc3c(c(=O)c2c1)C(c1ccc(C(=O)OC)cc1)N(c1cc(C)on1)C3=O (stereo unspecified) | · | 1 | -3
CCOc1cnn(Cc2ccccc2)c(=O)c1Nc1ccc(C(=O)O)cc1 | -4 | 6 | 1
Cc1cc(C)cc(NC(=S)NNc2nc3ccccc3[nH]2)c1 | -1 | -8 | -6
Cc1cccc(-c2cc(N)n(-c3ccc(C(=O)NCCc4cccc(Cl)c4)cc3)n2)c1 | -5 | -2 | -5
Cc1cc(Cl)c(C)c(S(=O)(=O)NC(C)c2ccncc2)c1Cl (stereo unspecified) | -14 | 0&0 | -11&-10

Additional structures follow:
SMILES	mcGAS inh	NPYLR7 ag	hcGAS inh
Cc1cccc(C(=O)Nc2cccc(NC(=O)C3CCCCN3C)c2)c1 (stereo unspecified)	-4	-3	2
Cc1cc(NS(=O)(=O)c2ccc(NC(=O)NC(C)(C)C)cc2)nc(C)n1	-12	8	-8
CCCCOc1ccc(C(=O)N(CCCCN2C(=O)c3ccccc3C2=O)c2ccc(Cl)cc2)cc1	-6	-6	-5
CC(=O)c1sc(N/N=C2/CC3CC2C(C)C3(C)C)nc1C (stereo unspecified)	·	6	-4
O=C(CN(C(=O)Nc1ccc(Cl)cc1Cl)C1CC1)N1CC(=O)N(c2ccc(F)cc2)C1	-5	1	-3
Cn1nnc2c(SCC(=O)N3CCCC3)ncnc21	·	1	-7
O=c1c(N=Nc2ccc(Cl)c([N+](=O)[O-])c2)c(-c2ccccc2)[nH]n1-c1ccc([N+](=O)[O-])cc1	-1	-12	2
Cc1cc(C(=O)OCC(=O)NC2CCS(=O)(=O)C2)c(C)n1-c1ccccc1 (stereo unspecified)	-13	4	-5
O=C1NC2(CCCC2)N=C1c1ccc(Cl)cc1Cl	·	10	-8
Cc1cccc(C(=O)Nc2sc3c(c2C(=O)NC(C)C)CCCC3)c1	-3	20	-13
O=C(N/N=C/c1c(Cl)cccc1Cl)C1=NNC(c2ccccc2)(c2ccccc2)C1	-6	-4	1
CCCC(C)c1nc(N2CCN(C(=O)CCc3ccccc3)CC2)c2cnn(-c3ccccc3)c2n1 (stereo unspecified)	-10	·	-14
Cc1ccc(-n2c(SCc3ccc(C(=O)NCc4cccc(C(F)(F)F)c4)cc3)nnc2-c2cccnc2)cc1	-2	4	-3
COc1ccc(C2c3cccn3-c3ccccc3N2C(=O)CN(C(=O)c2ccc([N+](=O)[O-])cc2Cl)C2CC2)cc1 (stereo unspecified)	-6	2	-11
COc1ccc(/C(C)=N\OCC(=O)N2CCOC(COc3ccc4c(c3)CCCC4)C2)cc1 (stereo unspecified)	·	30	-8
CCn1c(=O)c2c(nc3n2CCCN3c2ccc(OC)cc2)n(C)c1=O	·	15	-12
Cc1cc(C)n(-c2cccc(CN3CCCC(CCC(=O)N4CCOCC4)C3)c2)n1 (stereo unspecified)	·	5	-8
CC(C)N1CC(NC(=O)c2cccc(NCc3cccs3)c2)CC1=O (stereo unspecified)	-2	2	4
COC(=O)C1=C(C)Nc2ncnn2C1c1cccc(OC)c1OC (stereo unspecified)	-8	5	-8
O=c1[nH]c2ccccc2nc1-c1ccccc1	-2	-4	0
Cc1nc(Nc2ccc(NC(=O)Nc3ccccc3Cl)cc2)cc(OC(C)C)n1	·	4	-4
O=C(Nc1ccc(Nc2ccc(-n3cccn3)nn2)cc1)Nc1cccc(Cl)c1	-9	-6	-5
COCCCNC(=O)C(NC(=O)c1ccccc1C)C1CCN(C(=O)c2cccs2)CC1 (stereo unspecified)	-3	12	-5
CCCN(CC(=O)N(CCc1ccc(OC)c(OC)c1)Cc1sccc1C)C(=O)C(C)(C)CCl	-5	-1	-2
COc1cc(OC)cc(C(NC(=O)Cn2ccccc2=O)c2nccn2C)c1 (stereo unspecified)	·	5	-3
CCCCCCC(=O)Nc1ccccc1C1SCC(=O)N1c1cc(F)ccc1F (stereo unspecified)	-5	27	-6
Cc1cc(NC(=O)C2CCN(C(=O)C3(c4ccccc4)CCOCC3)CC2)no1	·	-6	-10
CCC1=NS(=O)(=O)c2cc([N+](=O)[O-])ccc2N1c1ccc(F)cc1	·	20	-6
CCn1nnc2c(N3CCN(S(=O)(=O)c4cccnc4)CC3)ncnc21	·	-1	-4
CC(=O)N(CCN(C)C)Cc1c(-c2ccc(F)cc2)noc1N1CCOCC1	-5	-1	-5
CCc1ncc2c(n1)CN(C(=O)c1cnnn1-c1ccccc1)C2	-12	-4	-3
Cc1cc(C)cc(CN2CCC(Cc3ccc(F)cc3)CC2)c1	-5	5	-3
O=C(c1cc2c(s1)CCOC2)N1CCN(CCO)CC1	·	11	-15
CCc1nnc(C2CCN(C(=O)Nc3ccccc3)CC2)s1	-7	-3	-3
Cc1cn2c3c(=O)n(Cc4ccccc4)c(=O)n(C)c3nc2n1Cc1ccco1	·	21	-13
O=C(Nc1nc(-c2ccc3c(c2)OCO3)cs1)c1cc(Cl)ccc1F	·	2	-5
CN(CCc1ccccn1)c1ncccc1CNC(=O)Nc1cccc(F)c1	-1	-1	4
CCC(Sc1ccc2nnc(-c3cccs3)n2n1)C(=O)OC (stereo unspecified)	-3	-3	-11
CCOC(=O)[C@H]1[C@@H](O)C(=O)N(Cc2ccccc2)C12CCN(C(=O)COC)CC2	-8	6	-5
Cc1ccc(OCCN(C)Cc2ccncc2)c(C)c1	-1	0	-2
CCC(C)OC(=O)c1[nH]c2c(c1C)C(=O)CCC2 (stereo unspecified)	·	11	-11
CCOc1nn(CC)cc1C(=O)N1CCN(C(C)=O)CC1	-1	-1	2
Cc1nn(-c2ccccc2)c(Cn2cnc(C#N)n2)c1C#N	·	9	-6
N#Cc1cn(CCc2ccc(N3CCCCC3)cc2)c(=O)[nH]c1=O	·	4	-4
CC(=O)Oc1c(-c2ccc(NC(=O)Cc3ccccc3)cc2)c(-c2ccccc2F)nn1-c1cccc(C)c1C	-5	1	-3

An excerpt of these results, as labelled records:
CCC(C)OC(=O)c1[nH]c2c(c1C)C(=O)CCC2 (stereo unspecified)
  mcGAS inh: ·; NPYLR7 ag: 11; hcGAS inh: -11
CCOc1nn(CC)cc1C(=O)N1CCN(C(C)=O)CC1
  mcGAS inh: -1; NPYLR7 ag: -1; hcGAS inh: 2
Cc1nn(-c2ccccc2)c(Cn2cnc(C#N)n2)c1C#N
  mcGAS inh: ·; NPYLR7 ag: 9; hcGAS inh: -6
N#Cc1cn(CCc2ccc(N3CCCCC3)cc2)c(=O)[nH]c1=O
  mcGAS inh: ·; NPYLR7 ag: 4; hcGAS inh: -4

Next compounds follow.
SMILES	mcGAS inh	NPYLR7 ag	hcGAS inh
CNC(=O)c1cccc(CCNC(=O)N(C)C(C)c2ccncc2)c1 (stereo unspecified)	·	3	-5
O=C(c1ccc2nnc(C(F)F)n2c1)N1CCCC1c1cccs1 (stereo unspecified)	·	16	-1
CC(OC(=O)c1occc1-c1ccccc1)C(=O)N(C)C1CCS(=O)(=O)C1 (stereo unspecified)	-6	2	5
C=C(C)COc1cccc(C(=O)NCc2ccc(C(F)(F)F)nc2)c1	·	-4	-7
COc1ccc(-c2cccc(-c3cccc(NC(=O)CCC(C)C)c3)n2)cc1	-6	-6	-8
CC1=C(/C=C/C(C)=C/C=C/C(C)=C/C(=O)O)C(C)(C)CCC1	-5&-3	-9&26&0&1	-2&-6&-5&11
Cc1nc(CNC(=O)Nc2cc(C(C)(C)C)on2)sc1C	·	-2	-7
O=c1cc(CN2CCCCC2)c2cc(O)c(-c3ccccc3)cc2o1	-9	-6	-6
CC(C)CNC(=O)N(C)CC1CCOCC1	-5	·	-13
Cc1ccc(-c2nnc(SCc3ccc(C(=O)NC4CC4)cc3)n2-c2ccccc2C)cc1	-5	17	-15
COC(CNC(=O)c1cnn2ccn(C)c12)c1cccs1 (stereo unspecified)	-13	·	-8
Cc1c(C#N)c(NC(=O)CN2CCCC2)n(-c2cccc(F)c2)c1C	·	1	-18
CC=CCn1c(=O)c2c(nc3n(-c4ccccc4)c(C)c(C)n23)n(C)c1=O	·	10	-5
COc1ccc(OC)c(C(C)Nc2nc(C)ns2)c1 (stereo unspecified)	3	4&-1	-7&4
COc1cccc(Cn2c(=O)c(C(=O)NCc3ccc(F)cc3)nn(-c3ccc(C)c(C)c3)c2=O)c1	0	-3	2
CCOc1cc2ccccc2cc1C(=O)N1CCC(C(N)=O)CC1	-8	7	-9
CCOc1cc2c(cc1CSc1nnc(CCC(N)=O)n1C)OC(C)C2 (stereo unspecified)	·	11	-5
CCc1nc(C)sc1C(=O)NCc1cnn2ccccc12	-16	9	-9
CC(=O)N1CCN(Cc2nc(C(C)(C)C)cs2)CC1	-8	-2	-1
Cc1cccc(Nc2nc3nonc3nc2Nc2ccc(I)cc2)c1C	-6	-4	-8
CC(=O)c1c(C)[nH]c(C(=O)Nc2nc(-c3ccc(C)s3)cs2)c1C	-8	1	-11
Cc1cccc(CN(CC(O)COCC(C)C)CC2CCCO2)c1 (stereo unspecified)	-3	11	-1
Cc1ccnn1-c1cccc(NS(=O)(=O)c2ccc(C(=O)O)cc2F)c1	·	10	-4
O=C(N=Nc1c(O)[nH]c2ccc(Br)cc12)c1[nH]nc2c1CCc1ccccc1-2	·	2	-4
CS(=O)(=O)NCC1CCN(Cc2cnc(N3CCCC3)nc2)C1 (stereo unspecified)	·	-6	-4
O=[N+]([O-])c1ccccc1N=Nc1c(O)[nH]c2ccccc12	·	-3	-3
c1ccc(-c2ccc(-c3nccn3CCc3cnccn3)s2)cc1	·	-2	3
Cc1c(CN(C)Cc2ncc[nH]2)[nH]c2ccccc12	·	11	-9
O=C(CC(c1ccccc1)c1ccc2c(c1)OCO2)NCCc1ccco1 (stereo unspecified)	·	4	-2
Cc1ccc(-n2ncc3c(=O)n(NC(=O)Cc4cccs4)cnc32)cc1	·	2	-16
Cc1cccc(-c2cc(N)n(-c3ccc(C(=O)NCCCN(C)c4ccccc4)cc3)n2)c1	-4	-4	-2
CC(C)c1ncc(CN2C[C@H](CO)[C@H](CN3C[C@@H](C)O[C@@H](C)C3)C2)cn1	-6	·	-14
OC(CNCC1COc2ccccc2O1)COC1CCCc2ccccc21 (stereo unspecified)	·	14	-11

High-throughput results (PubChem BioAssay)
